Compound activity: PubChem, National Center for Advancing Translational Sciences (NCATS)
Pol iota inh = DNA polymerase iota (human) inhibition | Pol iota fluorescent replication assay, 10 min | Potency, µM (top dose mostly 115 µM), for the others: top-dose activity, negative = inhibition, hits mostly inhibitors | 390,000 compounds, 1% hits | AID 588590; note: potency is the fitted concentration of half-maximal effect
Target sequence (Q9UNA4 whole entry, looked up): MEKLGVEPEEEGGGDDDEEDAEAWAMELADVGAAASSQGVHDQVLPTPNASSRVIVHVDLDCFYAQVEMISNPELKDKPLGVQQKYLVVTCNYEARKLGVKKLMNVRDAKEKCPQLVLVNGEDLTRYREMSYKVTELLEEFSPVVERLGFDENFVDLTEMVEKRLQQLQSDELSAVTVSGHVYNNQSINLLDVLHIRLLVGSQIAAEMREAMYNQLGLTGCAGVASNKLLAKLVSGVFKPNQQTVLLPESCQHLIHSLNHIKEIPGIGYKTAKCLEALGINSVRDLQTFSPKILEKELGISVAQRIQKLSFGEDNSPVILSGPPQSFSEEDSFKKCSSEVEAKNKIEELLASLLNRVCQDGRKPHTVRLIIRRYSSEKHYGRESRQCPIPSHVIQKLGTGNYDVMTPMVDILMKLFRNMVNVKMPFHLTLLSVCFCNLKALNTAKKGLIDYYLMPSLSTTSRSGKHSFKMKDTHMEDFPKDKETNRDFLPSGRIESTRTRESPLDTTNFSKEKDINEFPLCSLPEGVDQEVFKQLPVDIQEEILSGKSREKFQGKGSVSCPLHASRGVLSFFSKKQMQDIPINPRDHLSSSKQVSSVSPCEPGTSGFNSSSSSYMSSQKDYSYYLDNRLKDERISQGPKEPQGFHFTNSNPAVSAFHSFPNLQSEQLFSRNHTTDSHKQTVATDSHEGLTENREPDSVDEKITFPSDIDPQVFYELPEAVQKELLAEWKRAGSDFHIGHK
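Pol iota at 10 nM preincubated 15 min with compounds at room temperature; reaction started with fluorescent substrate, 50 nM final. Fluorescence read kinetically at 0 and 10 min; buffer-only wells as negative control.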
RXFP1 antag = blocks the human relaxin receptor RXFP1; 350,000 compounds, 0.59% hits; HEK293-RXFP1, relaxin-stimulated cAMP HTRF, 30 min; active compounds read low; Q9HBX9; activity change, negative = inhibition, % at 57.5 µM;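 active = activity change of -60% or lower, but not beyond a set lower limit; inconclusive = change between -60% and -40%, or beyond the set limit; inactive = change above -40%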; note: % is set by controls: 0 for no effect and ±100 for the full control effect
POLH inh = inhibitors of human DNA polymerase eta | recombinant Pol eta, fluorescent DNA replication assay | Potency, µM (series often up to 114 µM), for inactives: at the top dose activity change, negative = inhibition, actives largely listed as inhibitors | 390,000 compounds, 1.2% hits | Q9Y253; note: potency is the fitted concentration of half-maximal effect; % is set by controls: 0 for no effect and ±100 for the full control effect
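Pol eta (10 nM) was preincubated with compounds for 15 min at room temperature, after which fluorescent replication substrate (50 nM final) was added to start the reaction. Fluorescence was read kinetically at 0 and 10 min.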
BLM helicase inh = inhibitors of human Bloom syndrome helicase BLM | P54132 | recombinant BLM DNA unwinding, fluorescence dequenching | Potency, µM (series often up to 56.1 µM), inactives show top-dose activity change, negative = inhibition, usual class: inhibitors | 350,000 compounds, 0.2% hits;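 note: potency is the fitted concentration of half-maximal effect; plate controls were vehicle for no effect and no enzyme for full effect; nearly all actives have a fitted effect of over 35% in size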
POLK inh = inhibitors of human DNA polymerase kappa | purified Pol kappa, fluorescent DNA synthesis assay, 10 min | Potency, µM (titrated, usually from 107 µM), without a hit: at the top dose activity, negative = inhibition, usual class: inhibitors | 400,000 compounds, 0.53% hits; note: potency is the fitted concentration of half-maximal effect; % is set by controls: 0 for no effect and ±100 for the full control effect
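Inhibition of 10 nM Pol kappa is measured by a fluorescent read-out at 0 and 10 min following addition of 50 nM substrate (final), with a 15-min room-temperature compound preincubation.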
Pol beta inh = DNA polymerase beta (human) inhibition; P06746; Pol beta primer extension/strand displacement, fluorescence kinetic; Potency, µM (highest dose often 114 µM), for the others: at the highest dose activity change, negative = inhibition, usual class: inhibitors; 340,000 compounds, 1.3% hits; AID 485314; note: potency is the fitted concentration of half-maximal effect; % is set by controls: 0 for no effect and ±100 for the full control effect
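Pol beta (10 nM) was preincubated with compound for 15 min at room temperature. The reaction was then started with 50 nM substrate and read immediately and after a further 10 min at room temperature.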
APEX1 inh = inhibitors of human APE1 endonuclease | P27695 | recombinant APE1, TAMRA/BHQ-2 abasic DNA cleavage fluorescence | Potency, µM (doses to about 65.8 µM), inactives show at the highest dose activity change, negative = inhibition, hits mostly inhibitors | 350,000 compounds, 0.35% hits;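 note: potency is the fitted concentration of half-maximal effect; plate controls were vehicle for no effect and reference inhibitor for full effect; nearly all actives have a fitted effect of over 55% in size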
Target sequence (P27695 whole entry, looked up): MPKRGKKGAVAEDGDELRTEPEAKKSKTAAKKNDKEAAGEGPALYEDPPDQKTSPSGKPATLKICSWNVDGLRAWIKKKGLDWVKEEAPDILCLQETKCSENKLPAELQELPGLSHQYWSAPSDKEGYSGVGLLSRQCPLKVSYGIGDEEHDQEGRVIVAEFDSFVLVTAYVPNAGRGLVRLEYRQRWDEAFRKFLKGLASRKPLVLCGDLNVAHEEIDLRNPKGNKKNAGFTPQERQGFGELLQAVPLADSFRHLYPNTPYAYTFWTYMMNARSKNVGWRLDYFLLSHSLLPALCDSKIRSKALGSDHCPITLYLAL
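Substrate: short duplex with […] THF abasic site, 5'-TAMRA and 3'-BHQ-2, 50 nM final. APE1 at 0.75 nM, preincubated 15 min RT with compound. Fluorescence increase from first to third read measured activity.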
Anesthetic bind = candidate novel general anesthetic via apoferritin binding. Potency, µM (titrated, usually from 77.5 µM), for the others: at the highest dose activity change, negative = displacement, usual class: inhibitors. P02791. apoferritin/1-aminoanthracene competitive binding, fluorescence. 350,000 compounds, 0.074% hits; note: potency is the fitted concentration of half-maximal effect; % is set by controls: 0 for no effect and ±100 for the full control effect; nearly all actives have a fitted effect of over 20% in size
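Horse-spleen apoferritin (10 uM) in 50% saturated 1-aminoanthracene in PBS was incubated 10 min at room temperature with compound. Fluorescence (ex 380, em 535 nm) was normalized to free and bound 1-AMA, with concentration-response fitted by a four-parameter Hill equation.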
Tb PGK inh = inhibitors of T. brucei phosphoglycerate kinase | 380,000 compounds, 0.043% hits | PGK/GAPDH coupled, Kinase-Glo luminescence, 60 min | Potency, µM (top dose mostly 57.5 µM), for inactives: at the highest dose activity change, negative = inhibition, hits mostly inhibitors | P07378; note: potency is the fitted concentration of half-maximal effect; % is set by controls: 0 for no effect and ±100 for the full control effect; nearly all actives have a fitted effect of over 60% in size
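Luminescent ATP detection (Kinase-Glo Plus) follows a 60-minute room-temperature incubation, with wells lacking PGK as controls. Buffer: 100 mM TEA (pH 7.6), 5 mM MgCl2, 0.01% Tween-20. Coupling enzyme GAPDH (100 nM final) supplies unstable 1,3-BPG in-well.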
* marks the source's active call; other numbers are inactive results; i = inactive; ? = inconclusive; / = no result given; & = joins results of further samples; [ ] = another dose, or the depositor's remark. Unless noted, calls come from the whole dose curve; as a rule, active = well fitted curve in the direction sought with a large enough effect; inconclusive = small, poorly fitted or top-dose-only effect, or another doubt; inactive = no such curve, though single readings can be large; an effect the other way counts as inactive or inconclusive. Only part of the results is shown; count on the stated rates, not on these rows.

SMILES	Pol iota inh	RXFP1 antag	POLH inh	BLM helicase inh	POLK inh	Pol beta inh	APEX1 inh	Anesthetic bind	Tb PGK inh
O=C(N/C=N/O)C(c1ccccc1)c1ncc(C(F)(F)F)cc1Cl (stereo not drawn)	64%[activator]	-1	-10%	-1%	12%	0%	39%	-14%	1%
COC(=O)c1scc(-c2ccc(C)cc2)c1S(=O)(=O)N1CCN(c2cccc(OC)c2)CC1	4%	/	-14%	-6%	-12%	-28%	/	3%	i
CCCCCc1c(C)nc(Nc2ccc(F)cc2)[nH]c1=O	10%	-3	-10%	-4%	1%	-28%	3%	-5%	-5%
CCOc1ccc(CNC(=O)c2cc(=O)[nH]c3ccc(S(=O)(=O)N4CCCCC4)cc23)cc1	-5%	-8	-9%	-2%	1%[60.1 µM]	-1%	/	7%	-7%
O=C(c1ccc([N+](=O)[O-])cc1)N1CCN(C(=O)c2cccs2)CC1	1%	20	-8%	4%	0%	-5%	17%	-10%	-3%
Nc1nonc1-n1nnc(C(=O)N/N=C/c2c(F)cccc2Cl)c1-c1ccc2c(c1)OCO2	33%[activator]	2	-2%	-2%	0%	10%	13%	-8%	i
COc1cccc(NC(=S)N(CCN(C)C)C(C)c2ccco2)c1 (stereo not drawn)	6%	21	-20%	1%	-7%	1%	1%	-4%	-22%
CN(C)c1ccc(CNC(=O)C2CCN(S(=O)(=O)c3ccc4c(c3)CCC(=O)N4)CC2)cc1	-8%	/	-5%	-28%	-2%	-17%	16%	-15%	-11%
CC(C)N(C(=O)[C@H]1C[C@H](CC(=O)NCCCn2ccnc2)C(=O)N2CCc3c([nH]c4cc(CCC(=O)N(C)C)ccc34)[C@]12C)C(C)C	-7%	/	-20%	/	-14%	/	-3%	/	-6%
O=C(CCS(=O)(=O)c1ccc(Br)cc1)NCc1ccco1	26%	-15	?	-10%	-2%	?	-31%	-3%	13µM*
Cc1ccc(S(=O)(=O)N2CCN(C(=O)CSc3n[nH]c(N)n3)CC2)c(C)c1	-15%	0	-2%	/	11%	/	17%	/	-4%
Cc1nc(N)sc1-c1csc(Nc2ccccc2)n1	16%	9	4%	-6%	-26%	0%	-3%	-11%	-1%

Overlap with the part before: 2 entries, then new ones.
SMILES	Pol iota inh	RXFP1 antag	POLH inh	BLM helicase inh	POLK inh	Pol beta inh	APEX1 inh	Anesthetic bind	Tb PGK inh
Cc1ccc(S(=O)(=O)N2CCN(C(=O)CSc3n[nH]c(N)n3)CC2)c(C)c1	-15%	0	-2%	/	11%	/	17%	/	-4%
Cc1nc(N)sc1-c1csc(Nc2ccccc2)n1	16%	9	4%	-6%	-26%	0%	-3%	-11%	-1%
CCOC(=O)c1sc(NNC(=O)c2ccc(C)cc2)nc1C	21%	-21	-14%	-1%	4%	2%	-2%	3%	i
CCCCC(CCC(=O)Nc1ccc(C(=O)OCC)cc1)C(=O)O (stereo not drawn)	-6%	2	-8%	2%	-6%	3%	7%	-1%	-8%
CC(=O)C(Sc1nc(N2CCOCC2)nc(N2CCOCC2)n1)C(=O)Nc1ccccc1 (stereo not drawn)	-7%	-3	-6%	-5%	6%	7%	2%	7%	-6%
CCOc1ccc(S(=O)(=O)N(CC)CC)cc1NC(=O)CSCc1c(C)noc1C	16%	10	-9%	/	-5%	/	17%	/	i
C/C(CC(=O)Nc1ccc(Br)cc1)=N\NC(=O)c1cccc(O)c1	5%	0	-2%	0%	0%	6%	4%	-13%	-3%
O=C(Nc1cccc(/C=C/c2nc3ccccc3c(=O)[nH]2)c1)c1ccccc1Cl	1%	-7	-13%	-2%	-20%	32%	16%	8%	-2%
O=C(NCCCn1ccnc1)c1cccc(S(=O)(=O)NCc2ccccc2)c1	143%[activator]	-23	7%	1%	-7%	18%	0%	-4%	14%
Cn1c(NC(=O)C2c3ccccc3Oc3ccccc32)cc(=O)n(C)c1=O	-1%	-1	-11%	-7%	-15%	-13%	-9%	-2%	-7%
Cc1ccc(C2=NN=C(NC(=O)CSc3nnc4c5ccccc5n(C)c4n3)SC2)cc1	-17%	-28	?	-17%	-7%	35µM*	15%	1%	-7%
Fc1ccc2nc(Nc3nc4c(F)cccc4s3)sc2c1	-7%	-14	-19%	-3%	-21%	?	-9%	-2%	i
COc1cccc(NC(=O)CSc2nc3c(c(-c4ccco4)c2C#N)CCCC3)c1	-13%[58.9 µM]	-4	-10%	0%	-15%	-28%	-8%	-12%	-6%
CSc1ccccc1NC(=O)COC(=O)c1ccc(-n2nc(C)cc2C)cc1	-9%	-27	-20%	/	-26%	/	-17%	/	-1%
C/C(=N\NC(=O)c1ccc(CSc2nc(C)cc(C)n2)cc1)c1ccco1	103%[activator]	2	-8%	-6%	-24%	56µM*	8%	-13%	-8%
O=C(OCC(=O)N1CCN(c2ccccc2)CC1)c1ccc[n+]([O-])c1	142%[activator]	7	-9%	2%	-2%	4%	4%	0%	-8%
CN(C(=O)c1ccc(NC(=O)Cc2ccc(NC(=O)C3CCN(C(=O)CCc4ccccc4)CC3)cc2)cc1)C1CC1	-1%	/	9%	/	5%	/	19%	/	i
Cc1cc(N=Nc2ccccc2)c(NCC(O)C(O)C(O)CO)cc1C (stereo not drawn)	1%	0	-19%	-11%	-3%	-8%	-8%	-17%	-9%
CCC(=O)Nc1ccc(C(=O)Nc2cccc(OC)c2)cc1	25%	-6	-11%	2%	4%	-7%	0%	-13%	0%
CCOc1ccc(N2CC(C(=O)NCCCN3CCOCC3)CC2=O)cc1 (stereo not drawn)	12%	-11	4%	-3%	-1%	11%	-3%	1%	4%
Cc1cc(=O)n(C)c(=O)n1CCCCOc1ccc([N+](=O)[O-])cc1	111%[activator]	9	-15%	-2%	-3%	2%	4%	-13%	-8%
Oc1ccc(-c2nccs2)cc1	29%	-8	-16%	/	4%	/	/	/	-1%
Cn1cccc1/C=N/n1c(-c2ccc(C(C)(C)C)cc2)n[nH]c1=S	2%	-64*	-13%	-10%	-7%	7%	-4%	-23%	0%
O=S(=O)(CCNCc1ccco1)NC1CCCCC1	-1%	/	-9%	/	17%	/	/	/	-9%
O=C1C[C@@H]2c3c(cccc3CN1Cc1ccccc1)C[C@@H](O)[C@H]2O	-22%&-2%	/	-5%	/	6%&-1%	/	/	/	0%
O=S(=O)(c1ccc(F)cc1)N1CCCN(c2nccc(C(F)(F)F)n2)CC1	22%	4	-13%	-12%	6%	-1%	1%	-23%	-9%
COc1cccc(CC2(CO)CCCN(Cc3cn[nH]c3-c3ccc(F)cc3)C2)c1 (stereo not drawn)	47%[activator]	-31	-15%	1%	-9%	8%	1%	-13%	-4%
CCOC(=O)NN1C(=O)c2ccccc2NC1c1ccc(N(C)C)cc1 (stereo not drawn)	137%[activator]	-6	-15%	-2%	-5%	0%	-10%	-2%	11%
Cc1ccc(Nc2cc(C)c(C#N)c3nc4ccccc4n23)cc1Cl	3%	-7	0%	-2%	-6%	13%	/	2%	-3%
COc1ccc(NC(=O)Cn2cnc3ccc(S(=O)(=O)N4CCC(C)CC4)cc3c2=O)cc1OC	?	/	2%	-16%	3%	42%	/	-9%	-5%
O=C1[C@H]2[C@@H](C(=O)N1c1cc(Cl)cc(Cl)c1)[C@]1(C(=O)Nc3ccccc31)N1CCC[C@@H]21	14%	-10	-12%	-13%	-12%	9%	?	?	-7%
CC(=O)N1N=C(c2ccc(Br)cc2)OC1(C)CC(=O)Nc1ccccc1 (stereo not drawn)	-17%	1	-14%	1%	-14%	24%	-9%	-12%	-8%
COc1cc(C(=O)c2cocc2C(=O)c2ccc3c(c2)OCO3)cc(OC)c1OC	99%[activator]	3	0%	3%	-2%	29%	31%[activator]	-2%	i
CC(C)c1nnc(NC(=O)COc2ccc3ccccc3c2)s1	-1%	-7	-12%	-1%	-5%	-2%	7%	-4%	-5%
Cc1cc(Oc2cnn(C(C)(C)C)c(=O)c2Cl)cc(C(C)C)c1	0%	-35	-9%	-3%	0%	-5%	-5%	-20%	-4%
COc1ccc(-n2ncc(C(=O)NCc3ccccc3)c2C2CCN(C(=O)OC(C)(C)C)CC2)cc1	-15%	-21	-16%	-8%	5%	33%	/	-7%	6%
CC1=C(C(=O)OCC2CCCCC2)C(c2c(F)cccc2Cl)CC(=O)N1 (stereo not drawn)	18%	/	-8%	-2%	-24%	1%	/	-17%	-2%

Entries from the list above containing an aryl thioether with sulfur outside any ring (6):
SMILES	Pol iota inh	RXFP1 antag	POLH inh	BLM helicase inh	POLK inh	Pol beta inh	APEX1 inh	Anesthetic bind	Tb PGK inh
Cc1ccc(S(=O)(=O)N2CCN(C(=O)CSc3n[nH]c(N)n3)CC2)c(C)c1	-15%	0	-2%	/	11%	/	17%	/	-4%
CC(=O)C(Sc1nc(N2CCOCC2)nc(N2CCOCC2)n1)C(=O)Nc1ccccc1 (stereo not drawn)	-7%	-3	-6%	-5%	6%	7%	2%	7%	-6%
Cc1ccc(C2=NN=C(NC(=O)CSc3nnc4c5ccccc5n(C)c4n3)SC2)cc1	-17%	-28	?	-17%	-7%	35µM*	15%	1%	-7%
COc1cccc(NC(=O)CSc2nc3c(c(-c4ccco4)c2C#N)CCCC3)c1	-13%[58.9 µM]	-4	-10%	0%	-15%	-28%	-8%	-12%	-6%
CSc1ccccc1NC(=O)COC(=O)c1ccc(-n2nc(C)cc2C)cc1	-9%	-27	-20%	/	-26%	/	-17%	/	-1%
C/C(=N\NC(=O)c1ccc(CSc2nc(C)cc(C)n2)cc1)c1ccco1	103%[activator]	2	-8%	-6%	-24%	56µM*	8%	-13%	-8%
